aSyn 5UTR inh: 5' untranslated region of α-synuclein, MLPCN primary screen. alpha-synuclein 5'UTR reporter, inhibitor activity. inhibition, % (tested at 7.5 µM). 0.82% of 300,000 active; in the data active = inhibition above about 60%; inconclusive = no clear call, values can overlap the other calls;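 also: H4 neuroglioblastoma cells stably carrying SNCA 5'UTR luciferase fusion; 0% = DMSO wells and 100% = positive control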
AI-2 QS mod: modulators of Vibrio harveyi AI-2 quorum sensing system. Vibrio harveyi JMH597 AI-2 luminescence/OD600 ratio, 9 h; hits give low values; strain lacks LuxN and CqsS sensors; 0 = neutral-control median. activity change, % at 7.5 µM. 0.4% of 300,000 active; in the data active = activity change below about -75%, passing the limit was not always enough; inconclusive = no clear call, values can overlap the other calls;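 also: luminescence divided by OD600 gain over 9 h not by final OD600 alone; inactives centre near 13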
HSP90 inh: blocks HSP90-mediated luciferase refolding in reticulocyte lysate. inhibition, % at 5.6 µM. 0.91% of 290,000 active. Rabbit reticulocyte lysate, luciferase refolding luminescence, 3 h. AID 1789;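 active = inhibition above the screen-wide mean plus 3 SD, computed separately per campaign, cut at about 16% in these data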;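 also: 0% = DMSO wells and 100% = 60 µM geldanamycin wells; inhibitors lower the luminescence because luciferase stays unfolded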
HSF1 activator: increases HSF-1 driven luciferase reporter signal; activation, % at 9 µM; NIH3T3-HGL HSF-1 luciferase reporter, MG132, 8 h; 100% = twice DMSO control signal; AID 504408; 1.7% of 300,000 active;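 active = mean replicate activation of at least 50% with a set share of replicates each reaching 50%; inconclusive = only one of those two conditions met; inactive = mean below 50% and too few replicates reaching it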;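 also: 0% = median of the neutral control wells and 100% = twice that signal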
HIF activator: HIF pathway transcriptional activation; activation, % at 7.5 µM (by protocol); 0.32% of 300,000 active; U2OS HRE-luciferase reporter, luminescence; normalized: DMSO 0%, desferrioxamine 100%;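 active = mean activation of at least 10% of the iron chelator positive control signal, with at least half of replicates also reaching 10%; inconclusive = mean and replicate majority disagree about reaching 10%; inactive = mean and most replicates under 10%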
IEC-6 tox: IEC-6 cytotoxicity, counter-screen for KLF5 inhibitors; luminescence viability; inhibition, % at 5 µM; 0.78% of 290,000 active; AID 1825; in the data active = inhibition above about 22%;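 also: 0% = plate median of test compound wells and 100% = cytotoxic reference compound wells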
SKKanGAS inh: SKKanGAS growth inhibition; S. pyogenes SKKanGAS, kanamycin growth, BacTiter-Glo, 6 h; inhibition, % at 7.5 µM; 1.3% of 300,000 active; AID 1662;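 active = mean replicate score, as percent of positive control median, at least 50; inconclusive = mean below 50 but one replicate at or above 50; inactive = mean and every replicate below 50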;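 also: strain carries kanamycin resistance gene driven by streptokinase promoter and grows in 40 µg/ml kanamycin; loss of luminescence reflects streptokinase promoter inhibition or plain growth inhibition; 0% = median of DMSO wells and 100% = positive control at its reference dose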
KLF5 inh: kruppel-like factor 5 inhibition; inhibition, % at 5 µM; DLD-1 KLF5 promoter-luciferase reporter, luminescence; 0.23% of 290,000 active;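 active = inhibition above a per-plate limit of that plate's mean compound inhibition plus 3 SD, cut at about 60% in these data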;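 also: 0% = DMSO wells and 100% = LY294002 at 200 µM; higher means less KLF5 promoter-driven luciferase light; inactives centre near -14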
Platelet DG rel: modulates dense granule release in human platelets. human platelet-rich plasma, SFLLRN dense granule ATP release, luminescence. inhibition, %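 (compounds screened at 7.5 µM in platelet-rich plasma)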. 0.22% of 300,000 active. AID 1663;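 active = mean replicate score, as percent of positive control, at or above 50; inconclusive = mean below 50 but at least one replicate at or above 50; inactive = mean and every replicate below 50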
HSF1 inh: HSF1 inhibition. 0.77% of 300,000 active. activity change, negative = inhibition, % at 7.5 µM (by protocol). NIH3T3-HGL HSE-luciferase, MG132-induced, luminescence 8 h; hits give low values;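 active = more than half of replicate wells show activity change below -50%, luminescence cut by over half; inconclusive = some wells, but at most half, below -50%; inactive = no replicate well below -50%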;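 also: luciferase reports HSF-1 transcriptional activity via heat shock element; 0% = median of DMSO wells and -100% = zero luminescence signal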
The depositor's hits bear a star; ? = inconclusive; · = no result given.

SMILES	aSyn 5UTR inh	AI-2 QS mod	HSP90 inh	HSF1 activator	HIF activator	IEC-6 tox	SKKanGAS inh	KLF5 inh	Platelet DG rel	HSF1 inh
Cc1ccc(/C=C(\C#N)C(=O)NCc2ccco2)o1	-34	25	-1	5	0.9	-1	0	-14	1	5
O=C(CCS(=O)(=O)c1ccccc1)Nc1ccccc1-c1nc2ccccc2s1	-10	14	-1	11	-0.4	1	-7	-6	0	10
Cc1ccc(NC(=O)CCNS(=O)(=O)c2ccc3c(c2)CCC(=O)N3)cc1F	23	18	-1	-11	0.1	-3	-27	-5	-2	-2
COc1ccc(Cc2nnc(NC(=O)CSc3ccc(C)cc3)s2)cc1	8	22	6	-5	-0.2	-1	-4	-14	-21	0
Cc1csc(=O)n1CC(=O)OCC(=O)NCc1ccc(F)cc1	-9	·	·	5	0.1	·	-7	·	-2	1
COCC(=O)N(Cc1cc2cc(OC)ccc2[nH]c1=O)c1ccc(C)cc1	-4	4	-3	6	0.2	-2	-3	-33	-18	-1
O=C(O)c1ccccc1C(=O)NC1CCCCNC1=O (stereo not given)	-9	18	2	-5	0.1	2	12	6	-5	0
CCN(C(=O)c1cc(Cl)ccc1OC)C1CCCCC1	-1	6	3	18	0.0	5	2	-21	-1	11
CCOC(=O)c1c(NC(=O)CSc2nnc(-c3cccnc3)o2)sc(C(C)=O)c1C	0	6	0	6	-0.5	1	9	-17	4	3
CC(C)(C)C1CCc2c(sc3nc(SCC(=O)O)nc(N)c23)C1 (stereo not given)	17	29	5	-39	-1.3	-5	11	-7	3	-27
COc1ccc(Br)cc1C1CC(=O)C(C)C(c2cc(Br)ccc2OC)N1 (stereo not given)	2	20	4	2	0.0	7	12	1	0	0
CN(C)S(=O)(=O)N1CCN(CC(O)COc2ccc3cc(Br)ccc3c2)CC1 (stereo not given)	33	30	3	-9	0.1	-2	8	-11	7	-3
COCCCNc1nc2nonc2nc1N1CCN(Cc2cccc(C)c2)CC1	4	11	1	63*	-0.6	7	4	7	13	21
CCOCCCn1c(SCC(=O)Nc2cc(OC)ccc2OC)nc2ccccc2c1=O	33	11	-2	0	-0.5	1	3	-2	3	1
CCn1nc(C)c(C2C(C#N)=C(N)OC3=C2C(=O)CCC3)c1C (stereo not given)	-6	16	2	24	-2.5	0	1	10	-3	0
COC1OC(COC(=O)CNC(=O)OC(C)(C)C)C(O)C(O)C1O (stereo not given)	2	18	0	-2	-0.6	0	-27	-15	-10	1
O=S(=O)(NCCN1CCOCC1)c1ccc(Cl)c(Cl)c1	-8	28	2	-5	-0.7	-2	1	-52	0	-11
CCC(C)NC(=O)CS(=O)Cc1nc(-c2ccccc2C)oc1C (stereo not given)	-1	8	-3	4	-0.3	4	-5	-20	-1	1
OCCC1CN(C/C=C/c2ccco2)CCN1Cc1ccccc1 (stereo not given)	-9	21	4	-9	0.0	7	-1	-2	0	2
CCOC(=O)Cc1csc(NC(=O)CSc2nc(C)cc(=O)[nH]2)n1	-7	9	-2	4	-0.2	-1	3	5	0	-6
CN1C(=O)/C(=C/c2ccccc2OCc2cccc(F)c2)N(C)C1=S	5	-7	-2	17	-0.2	0	19	-36	-3	7
CS(=O)(=O)N(CC(=O)N1CCN(Cc2ccccc2)CC1)c1cccc([N+](=O)[O-])c1	4	6	-2	7	0.8	3	7	-28	2	8
COc1cc2c(cc1OC)CN(C(=S)Nc1cccc(Cl)c1C)CC2	30	0	-3	-3	-0.4	3	0	4	-3	0
Cc1ccc(S(=O)(=O)N2CCC(C(=O)OCC(=O)NCCc3ccccc3)CC2)cc1C	6	14	·	-11	0.0	·	12	·	8	-4
Cc1cc(N2CCOCC2)c2c(N)c(Br)cc(C)c2n1	23	10	3	-27	3.2	-4	5	-3	13	-12

Next part.
SMILES	aSyn 5UTR inh	AI-2 QS mod	HSP90 inh	HSF1 activator	HIF activator	IEC-6 tox	SKKanGAS inh	KLF5 inh	Platelet DG rel	HSF1 inh
COCCn1nnnc1C(c1cccs1)N1CCN(c2nc3ccccc3s2)CC1 (stereo not given)	0	39	1	13	·	2	3	-32	-10	1
Cc1nn(-c2ncc(C(F)(F)F)cc2Cl)c(=O)n1-c1ccc(F)cc1	-20	9	2	-6	-0.2	-10	-1	-30	-2	-8
N=c1oc2ccc([N+](=O)[O-])cc2cc1C(=O)NCc1ccccc1	3	-7	-1	7	0.5	5	-3	-16	14	-1
N#CCC(=O)N/N=C/c1cc(Br)ccc1OCc1cccc2ccccc12	17	23	4	2	0.2	2	37	-1	3	2
CC(C)=CCN1CCN(Cc2cc(CC(C)C)n[nH]2)CC1CCO (stereo not given)	-26	14	5	-3	0.0	-3	-5	-3	4	-18
Cc1cc(C)n2nc(-c3cnn(C)c3C(F)(F)F)cc2n1	23	10	-5	-2	0.2	-5	-3	-5	5	7
COc1ccc(/C=C/C(=O)Nc2c(C(=O)O)[nH]c3ccccc23)cc1OC	10	19	-3	-5	0.0	2	-14	14	7	-2
O=C(NCc1cccs1)c1ccc([N+](=O)[O-])cc1	9	20	-4	-5	0.0	-6	-3	-24	6	3
COCCSc1ccccc1C(=O)Nc1cc([N+](=O)[O-])ccc1OC	-2	14	3	-2	2.6	1	-18	-13	1	-9
O=C(CN1CCCCCC1)NN(Cc1ccccc1)c1ccccc1	2	10	-4	22	-0.2	1	7	13	-1	6
O=C(O)c1ccccc1-c1ccccc1C(=O)NCCc1ccccc1	3	3	1	3	0.4	-5	10	-5	-2	2
CCC1CN(C(=O)NCc2ccc(C)cc2)c2ccccc2O1 (stereo not given)	15	12	-1	-5	-1.2	1	2	-17	1	8
Cc1ccccc1OCC(=O)NCC(=O)OCC(=O)c1ccc([N+](=O)[O-])cc1	9	10	0	-9	0.0	2	4	-39	-5	-3
C=CCOC(=O)CCC(=O)Nc1cc(OC)nc(OC)n1	-23	16	1	-1	0.1	4	1	-20	-5	-5
COc1ccc(C2CC(c3c(O)cc(C)oc3=O)=NCCS2)c(OC)c1 (stereo not given)	·	24	-3	·	·	6	·	-48	·	·
CCOc1ccc(N(CC(=O)NC(C)C)C(=O)CCC(=O)Nc2ccccn2)cc1	8	34	0	28	-2.5	-3	7	-22	-12	9
CCn1c(C)nc2c(=O)oc3ccccc3c21	-7	19	5	-20	-0.7	2	3	7	3	-13
Cc1cc(C)c2c(c1)/C(=c1/sc3n(c1=O)CN(c1ccccc1)CN=3)C(=O)N2	-23	28	-1	-3	1.2	-6	-7	-27	-17	-12
COc1cccc(CN2CCN(C(=S)NCc3ccc(Cl)cc3)CC2)c1	21	-15	-4	-6	3.1	1	0	-33	2	0
Cc1cc(C)c(S(=O)(=O)n2ccc(-c3ccc(OCCN(C)c4ccccn4)cc3)n2)c(C)c1	5	32	1	?	-0.5	0	-10	-8	-2	19
CC1Sc2ccc(Cl)cc2-c2nc(N)ncc21 (stereo not given)	9	13	3	8	0.3	5	4	-1	0	-11
COc1cccc(N=Nc2ccc3ccccc3c2O)c1	22	3	28*	-70	-17	4	19	-57	16	-62*
O=C(Cn1nnc(-c2ccccc2F)n1)Nc1ccc(S(=O)(=O)NC2CCCC2)cc1	7	29	1	-1	-0.2	3	8	-14	1	2
CC(Nc1n[nH]c(=O)[nH]c1=O)C(=O)N/N=C/c1cccs1 (stereo not given)	3	18	-1	5	0.1	2	3	0	-1	1
O=C(c1cc2c(cc1Br)OCCCO2)N1CCCCC1	10	-1	-2	-2	0.1	2	6	-22	20	-9

Later entries
SMILES	aSyn 5UTR inh	AI-2 QS mod	HSP90 inh	HSF1 activator	HIF activator	IEC-6 tox	SKKanGAS inh	KLF5 inh	Platelet DG rel	HSF1 inh
Cc1ccc(C)c(S(=O)(=O)N/N=C2/CCCc3ccccc32)c1	18	9	0	-14	-0.5	4	-3	-13	·	1
CCN(c1ccccc1)c1nc2ccsc2c(=O)s1	-29	33	3	·	0.3	0	·	-24	-6	·
Cc1ccsc1CN(C)C(=O)C1CCC(=O)N(CCc2cccc(F)c2)C1 (stereo not given)	-91	12	-6	21	3.7	1	-3	-100	-2	13
CCCCN(C(=O)CN1C(=O)C2CCCCC2C1=O)c1c(N)n(CCC)c(=O)[nH]c1=O (stereo not given)	-2	3	·	-4	-0.1	·	0	·	15	2
COc1ccc(C(=O)NCc2ccc3[nH]c(C)cc3c2)cc1OC	7	8	2	13	0.0	2	-2	22	4	-5
CCOC(=O)CN1C(=O)C(Sc2n[nH]c(-c3ccc(C)cc3)n2)CCc2ccccc21 (stereo not given)	27	13	-1	4	-0.2	-4	4	-5	-5	9
Cc1ccn2c(=O)nc(SCC(=O)Nc3ccc4c(c3)OCCO4)nc2c1	-17	34	·	-19	0.7	·	-5	·	-2	-7
O=c1c2ccccc2oc2ccc(NCCCN3CCOCC3)cc12	-108	15	-4	14	4.3	1	-8	-123	-6	18
O=c1onc(-c2ccccc2)n1-c1cc(Cl)cc(Cl)c1	2	17	·	0	0.1	·	-3	·	6	0
O=C(O)CSc1nnc(-c2ccc(Cl)cc2Cl)n1-c1ccc(Cl)cc1	6	-23	-3	8	0.0	2	0	-19	0	1
CCOc1cc2c(cc1/C=C1/NC(=O)N(CC(=O)OC)C1=O)OCO2	-17	9	1	-1	0.3	8	-2	-15	1	5
COC(=O)C1=C2c3[nH]c4ccccc4c3CCN2C(=O)CC1	-1	4	·	-2	0.0	·	-4	·	0	2
COc1ccccc1NC(=O)CCCN1C(=O)C2CC=CCC2C1=O (stereo not given)	4	18	-2	4	0.5	-1	-6	-33	-2	-1
COc1ccc(CN2C(=O)NC3(CCCC3)C2=O)cc1F	-3	3	1	8	-0.1	14	12	8	-1	-2
O=C(CC(=O)Nc1cccc(Cl)c1Cl)Nc1cccc(Cl)c1Cl	10	0	3	-4	1.1	10	2	-3	4	7
Cc1c(NS(=O)(=O)c2ccc(N)cc2)c(=O)n(-c2ccccc2)n1C	-19	15	6	-9	-1.0	-3	8	-7	-3	1
O=C(CN1C(=O)c2ccccc2S1(=O)=O)N1CCOCC1	-24	29	-3	7	1.1	-4	-5	-29	-1	-6
CCOCCCN(C(=O)c1snc(C(N)=O)c1N)C(C(=O)NC(C)(C)C)c1ccc(Cl)cc1 (stereo not given)	-5	-12	3	14	-0.5	-10	-2	-16	6	5
CCOC(=O)C1=C(NC(=S)NC(=O)c2ccccc2)c2ccccc2CC1(C)CC (stereo not given)	39	8	7	37	-0.5	-5	20	-3	3	-3
CC1CCN(CCCCOc2ccc(Br)cc2)CC1	-16	4	3	-6	0.0	7	25	-61	-1	-6
CC1(C)CC(=O)N(c2cccc(Cl)c2)C(=O)C1	2	22	-1	-4	-1.8	-2	-2	-28	-6	3
Cc1cc(C)cc(NC(=O)NCc2nnc(SCc3ccccc3)n2C)c1	38	17	5	30	-45	9	17	21	-7	10
CC(=O)C1CCCN(C(=O)c2ccc3oc(CCc4ccccc4)nc3c2)C1 (stereo not given)	-94	4	-3	-12	1.3	2	-5	-131	-2	-1
Cc1cccc(C(=O)N2CCCC(c3nc(-c4ccc(C)o4)no3)C2)c1 (stereo not given)	-145	46	-4	61*	4.0	1	-2	-105	12	42
